Screening results: PubChem, National Center for Advancing Translational Sciences (NCATS)
MLL CXXC-DNA inh = blocks binding of human MLL CXXC domain to DNA. Potency, µM (series often up to 115 µM), for the others: top-dose activity change, negative = inhibition, most hits filed as inhibitors. 290,000 tested, 0.037% active. Q03164. MLL-CXXC / FITC-HOXA9 DNA fluorescence polarization. AID 2662; active = well fitted inhibition curve with a large enough effect in the polarisation, with a control signal flat, not every such curve was filed as active; inconclusive = small, poorly fitted or top-dose-only effect, or effect the other way, or a change in a side signal; inactive = no such curve, though single readings can be large or run the other way; the % refers to the polarisation; also: potency is read from the fitted curve at half-maximal effect
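Purified MLL-CXXC (added from a 7 uM solution) was preincubated 5 min at ambient with pinned compounds in 50 mM Tris-HCl pH 7.5, 50 mM NaCl, 1 mM DTT, 0.05% BSA. Fluorescein-labeled HOX-A9 DNA (50 nM solution) followed, 30 min, then polarization read.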
Menin MLL FP TR = inhibitors of human menin-MLL interaction, mutant MLL peptide; Potency, µM (top dose mostly 61.6 µM), inactives show top-dose FP activity change, negative = inhibition, hits mostly inhibitors; Menin + Texas Red MLL mutant peptide, fluorescence polarization; O00255; 270,000 tested, 0.23% active; active = well fitted inhibition curve with a large enough effect in the polarisation, with a control signal flat, not every such curve was filed as active; inconclusive = small, poorly fitted or top-dose-only effect, or effect the other way, or a change in a side signal; inactive = no such curve, though single readings can be large or run the other way; the % refers to the polarisation; also: potency is read from the fitted curve at half-maximal effect; % of control where 0% means no effect; many of its hits are not listed in these tables
TSHR antag = human thyrotropin receptor antagonism; P16473; TSHR-expressing cells, TSH-stimulated cAMP HTRF, 2 h; stronger effect = lower value; activity change, negative = inhibition, % at 11.5 µM; 330,000 tested, 0.2% active; AID 504810;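 active = activity change below a set negative limit, meaning inhibition stronger than a set level, cut at about -70% in these data; inconclusive = activity change between two set negative limits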; also: % is scaled to controls: 0 for no effect and ±100 for the full control effect
Target sequence (P16473 whole entry, looked up): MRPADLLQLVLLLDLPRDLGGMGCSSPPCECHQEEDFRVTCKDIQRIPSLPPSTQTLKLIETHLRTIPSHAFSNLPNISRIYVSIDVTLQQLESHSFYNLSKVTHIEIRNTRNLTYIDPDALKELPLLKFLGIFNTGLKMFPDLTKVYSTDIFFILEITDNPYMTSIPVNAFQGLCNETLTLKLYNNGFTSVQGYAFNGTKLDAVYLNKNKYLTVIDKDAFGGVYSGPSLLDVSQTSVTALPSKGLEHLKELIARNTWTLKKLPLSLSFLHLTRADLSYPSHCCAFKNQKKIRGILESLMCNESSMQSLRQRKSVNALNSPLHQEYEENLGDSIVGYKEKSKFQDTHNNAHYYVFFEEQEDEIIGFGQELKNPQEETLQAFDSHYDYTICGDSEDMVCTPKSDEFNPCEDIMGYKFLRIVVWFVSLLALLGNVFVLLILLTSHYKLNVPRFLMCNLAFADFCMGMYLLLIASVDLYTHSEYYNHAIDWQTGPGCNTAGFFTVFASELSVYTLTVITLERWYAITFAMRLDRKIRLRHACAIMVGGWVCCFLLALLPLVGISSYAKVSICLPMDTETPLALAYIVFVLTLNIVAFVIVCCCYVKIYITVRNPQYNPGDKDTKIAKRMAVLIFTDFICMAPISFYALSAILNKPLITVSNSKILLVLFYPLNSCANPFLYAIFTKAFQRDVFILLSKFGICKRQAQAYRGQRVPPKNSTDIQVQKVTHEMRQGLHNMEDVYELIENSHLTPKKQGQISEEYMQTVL
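Cell-based HTRF cAMP assay; TSHR cells + compound, TSH EC80 (4nM final), 2 h, 37 deg C. Lysis with anti-cAMP cryptate and cAMP-d2, 30 min RT, read 665/620 nm.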
a7 integrin act = activates integrin-mediated alleviation for muscular dystrophy; alpha7betagal myoblasts, beta-gal FDG fluorescence, 48 h; Potency, µM (titrated, usually from 38.3 µM), for inactives: top-dose activation, hits mostly activators; 350,000 tested, 0.064% active; AID 624291;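 also: potency is read from the fitted curve at half-maximal effect; 100% = response of the positive control SU9516; nearly all actives have a fitted effect of over 60% in size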
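alpha7betagal+/- myoblasts (passage 13, 250/well) treated 48 h at 37C with compounds at 1:260 dilution of DMSO stock. Lysed, then beta-galactosidase activity read as FDG fluorescence (ex 480/em 540) after 30 min, with pre-read for autofluorescence.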
TSG101-PTAP inh = blocks PTAP/TSG101 interaction to inhibit HIV-1 budding; Q99816; AID 493005; 340,000 tested, under 10 active; Fluorescence polarization, FITC-PTAP peptide / Tsg101 binding; Potency, µM (top dose mostly 115 µM), without a hit: at the highest dose activity change, negative = inhibition, usual class: inhibitors; active = well fitted inhibition curve with a large enough effect in the main read-out, with a control signal flat, not every such curve was filed as active; inconclusive = small, poorly fitted or top-dose-only effect, or effect the other way, or a change in a side signal; inactive = no such curve, though single readings can be large or run the other way; also: potency is read from the fitted curve at half-maximal effect; % of control where 0% means no effect
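Steps: Tsg101 binding domain dispensed (10 uM final), compounds pinned in DMSO, FITC-labeled PTAP-motif peptide added (50 nM final); after 20 min binding at room temperature, polarization measured.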
TCR activator = activates T cell receptor signaling. primary human leukocytes, anti-CD3, IL-2 HTRF, 48 h. Potency, µM (doses to about 9.22 µM), inactives show at the highest dose activation of IL-2 secretion, usual class: activators. 330,000 tested, under 10 active; also: % of control where 0% means no effect
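Primary human leukocytes incubated 48 hr with anti-CD3 beads plus compound, without co-stimulation. Secreted IL-2 measured by HTRF (europium cryptate/d2 anti-IL-2 pair, 320 nm excitation, 665 nm emission).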
S-ASM inh = human S-ASM enzyme inhibition | AID 504937 | placental ASM, HMU-PC fluorogenic substrate, 60 min | P17405 | Potency, µM (top dose mostly 57.5 µM), for inactives: at the highest dose activity change, negative = inhibition, actives largely listed as inhibitors | 340,000 tested, 0.006% active; also: potency is read from the fitted curve at half-maximal effect
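Steps: dispense placental human ASM, pin compound, wait 10 min at room temperature, add HMU-PC0 substrate at 9 uM final, incubate 60 min at 37 °C, add stop solution raising pH to 10, read fluorescence.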
MBNL1 CUG block = inhibitors of human MBNL1 binding to CUG repeat RNA. Q9NR56. TR-FRET MBNL1-His/biotin-(CUG)12 binding, 665/545 ratio. Potency, µM (doses to about 57.5 µM), inactives show top-dose activity change, negative = inhibition, usual class: inhibitors. 280,000 tested, 0.036% active; active = well fitted inhibition curve with a large enough effect in the signal ratio, with a control signal flat, not every such curve was filed as active; inconclusive = small, poorly fitted or top-dose-only effect, or effect the other way, or a change in a side signal; inactive = no such curve, though single readings can be large or run the other way; the % refers to the signal ratio; also: potency is read from the fitted curve at half-maximal effect; % is scaled to controls: 0 for no effect and ±100 for the full control effect
Target sequence (Q9NR56 whole entry, looked up): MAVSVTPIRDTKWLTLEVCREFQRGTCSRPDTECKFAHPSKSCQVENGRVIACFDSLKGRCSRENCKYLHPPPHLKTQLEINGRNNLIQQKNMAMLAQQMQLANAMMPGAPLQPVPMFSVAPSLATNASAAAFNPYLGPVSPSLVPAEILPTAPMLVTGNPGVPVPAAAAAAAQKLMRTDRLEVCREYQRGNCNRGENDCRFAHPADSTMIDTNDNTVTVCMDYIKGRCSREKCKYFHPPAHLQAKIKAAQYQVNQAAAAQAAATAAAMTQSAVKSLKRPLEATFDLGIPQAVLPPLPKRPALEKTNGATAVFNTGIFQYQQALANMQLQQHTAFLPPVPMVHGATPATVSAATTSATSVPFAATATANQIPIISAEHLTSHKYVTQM
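Compounds (final 92 nM to 58 uM) are added to His-tagged MBNL1 and biotin-(CUG)12, then terbium anti-His antibody and streptavidin-XL665 (5 nM final). After 60 min at room temperature, the 665/545 nm ratio is read.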
A-T KAP1 phos = potential ataxia-telangiectasia treatments restoring KAP-1 phosphorylation; […] A-T fibroblasts, KAP-1 phosphorylation AlphaLISA; neocarzinostatin DNA damage 30 min before lysis; Potency, µM (titrated, usually from 57.5 µM), for inactives: top-dose activation, actives largely listed as activators; 320,000 tested, 0.19% active; AID 485349; also: potency is read from the fitted curve at half-maximal effect; % of control where 0% means no effect; nearly all actives have a fitted effect of over 45% in size
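hTERT-immortalized A-T patient fibroblasts ([…]), 500 cells/well in OPTI-MEM, 1% FBS, got compounds for 60 min, then NCS for 30 min at 37C. Lysates were then assayed for phospho-KAP-1 by AlphaLISA (anti-pKAP1 donor, anti-KAP1 acceptor beads), 6 hr at 25C.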
Mito fusion act = inhibitors of mitochondrial division or activators of mitochondrial fusion; 320,000 tested, 0.23% active; Potency, µM (doses to about 46.1 µM), inactives show at the highest dose growth rescue (activation), most hits filed as activators; S. cerevisiae fusion-defective mutant growth rescue, CellTiterGlo 48 h; AID 485298;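 also: potency is read from the fitted curve at half-maximal effect; % of control where 0% means no effect; nearly all actives have a fitted effect of over 45% in size; temperature-sensitive fusion mutants such as fzo1-1 at 37 °C on non-fermentable ethanol glycerol medium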
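Compounds are tested for their ability to restore growth of mitochondrial fusion-defective yeast strains at non-permissive 37C in YPEG medium over 48 hours. Viability is quantified by luciferase luminescence.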
* marks the source's active call; other numbers are inactive results; ? = inconclusive; / = no result given; & = joins results of further samples; [ ] = another dose, or the depositor's remark. Unless noted, calls follow the shape of the dose curve; as a rule, active = well fitted curve in the direction sought with a large enough effect; inconclusive = small, poorly fitted or top-dose-only effect, or another doubt; inactive = no such curve, though single readings can be large; an effect the other way counts as inactive or inconclusive. These rows are one share of the data; rates above refer to the full screens.

SMILES	MLL CXXC-DNA inh	Menin MLL FP TR	TSHR antag	a7 integrin act	TSG101-PTAP inh	TCR activator	S-ASM inh	MBNL1 CUG block	A-T KAP1 phos	Mito fusion act
CC12CCC(C(=O)NNC(=O)c3ccccc3)(OC1=O)C2(C)C (stereo not drawn)	?	-1.4%	5.4	-1.9%	0.2%	-10.1%	3.6%	-2.9%	3.0%	0.9%
O=S(=O)(NC1Cc2ccccc2C1)c1ccccc1	-4.1%	3.0%	11.1	36.5%	-4.5%	3.0%	-4.2%	-5.2%	12.0%	3.2%
Cc1ccc(-c2nn(-c3ccccc3)cc2C(=O)OCC(=O)Nc2ncc(Cl)cc2Cl)cc1	12.3%	-12.9%	0.3	-22.2%	-1.1%	6.3%[46.1 µM]	-5.4%	?	1.2%	2.8%
O=C(O)C1CCN(C(=O)CSc2nc3ccccc3c(=O)n2Cc2ccccc2)CC1	7.1%	/	-6.8	?	-5.4%	-2.5%	2.7%	3.5%	4.0%	6.4%
Cc1cccc(C)c1OCc1cc(C(=O)NCC2CC2)no1	-0.4%	/	4.4	-22.1%	-9.6%	0.8%	-2.6%	-4.3%	20.3%	4.9%
c1ccc(Oc2cccc(CN3CCCCC3)c2)cc1	-13.6%	-13.7%	11.3	12.7%	5.8%	/	3.8%	8.4%	/	-5.9%
CN(C(=O)COC(=O)c1cc2ccccc2cc1O)c1c(N)n(Cc2ccccc2)c(=O)[nH]c1=O	/	/	5.2	-34.6%	-18.1%	-13.9%	21.0%	/	13.5%	-4.4%
COc1ccc(S(=O)(=O)N2CCCN(C)CC2)cc1	-5.8%	11.3%	-1.2	-15.3%	-1.9%	3.1%	0.7%	0.5%	3.8%	-0.9%
COc1cccc(C(=O)NC(C)CCc2ccccc2)c1 (stereo not drawn)	4.7%	-9.2%	-1.4	-7.9%	0.3%	5.8%	-0.9%	1.0%	3.7%	5.0%
COC(=O)c1cccc(C23CC4(C2)[C@H](CN(Cc2ccc(-c5ccccc5)cc2)[C@@H]4c2ccccc2)C3c2ccc(Cl)nc2)c1 (stereo partly drawn)	12.4%	-1.1%	6.7	0.0%	-0.9%	-5.6%	2.3%	3.3%	3.2%	-17.4%
CC(C)CC(=O)NC(=S)Nc1cccc(NC(=O)c2ccccc2)c1	11.1%	3.6%	29.4	-4.3%	-3.2%	-3.0%[46.1 µM]	-16.1%	11.8%	6.9%	-19.7%
COc1ccc(CC(=O)NNc2ncnc3c2cnn3-c2ccc(C)cc2)cc1OC	2.5%	5.2%	-11.9	8.8%	-1.0%	3.4%[46.1 µM]	-0.6%	-1.9%	0.2%	-0.4%
CCOC(=O)C1(CCOc2ccccc2)CCN(Cc2ccccc2O)CC1	/	/	/	-30.4%	-1.5%	1.1%	3.1%	/	/	/
COc1cc(C(=O)NC2CCCc3c2cnn3-c2ccccc2F)cc(OC)c1OC (stereo not drawn)	3.3%	/	-16.0	-67.5%[inhibitor]	-2.9%	1.2%	3.3%	4.2%	5.1%	-2.8%
Cn1c(CNC(=O)CNC(=O)c2cccc(Cl)c2)cc(=O)n(C)c1=O	5.0%	-9.0%	19.2	5.7%	-0.4%	-0.6%	2.4%	-7.5%	-1.7%	-3.3%
O=C(Nc1cccc(C(F)(F)F)c1)c1cccc(NS(=O)(=O)c2ccc(O)c(C(=O)O)c2)c1	-8.4%	?	-4.9	27.3%	-9.1%	1.1%	-17.0%	9.9%	28.6%	8.8%
COc1c(C)cc(C(=O)C2CCCN(C(=O)c3cc(C)n(C)n3)C2)cc1C (stereo not drawn)	-4.4%	/	-6.9	29.9%	-8.3%	3.7%	-0.2%	-4.5%	-3.4%	-5.9%
c1ccc(N2CCN(Cc3nc4ccccc4[nH]3)CC2)nc1	1.0%	5.4%&5.4%	2.2	27.7%	-7.3%	6.5%	2.3%	0.3%	9.9%	-2.8%
COc1cc(C)c(NC(=S)Nc2ccc(Cl)c(Cl)c2)cc1OC	6.2%	11.1%	40.4	-8.1%	-1.7%	-4.8%[46.1 µM]	1.2%	-13.1%	3.3%	-0.1%
O=C1CCC(C(=O)O)(c2ccccc2)C1 (stereo not drawn)	4.7%	0.7%	-9.2	/	/	/	/	-5.6%	1.3%	-1.1%
COc1cc(OC)cc(-c2c(-c3cccs3)c3cc(Br)ccc3n2C)c1	/	/	0.3	18.2%	1.3%	0.4%	19.0%	/	7.3%	13.4%
COc1ccccc1C(CCNCc1ccc(N(C)C)cc1)c1ccc(OC(C)C)cc1 (stereo not drawn)	7.5%	?	-1.2	-72.1%[inhibitor]	1.6%	11.6%	-1.1%	-4.0%	-23.3%	-32.1%
CCOC(=O)N1CCN(S(=O)(=O)N2CCCC(C(=O)NCCc3ccccc3)C2)CC1 (stereo not drawn)	2.6%	-5.3%	-1.3	-36.9%	-2.1%	-0.7%	-1.0%	-4.4%	-0.6%	-0.3%
O=C(O)Cn1c(=S)sc2ccccc21	2.3%	20.6%	-1.2	-18.9%	-1.0%	-3.2%	3.4%	-2.0%	3.6%	-7.8%
CCn1c(SCc2ccccc2Cl)nc2nc3c(cc2c1=O)CCCC3	1.5%	?	5.0	2.7%	-2.5%	2.6%[46.1 µM]	-10.6%	-10.0%	2.2%	20.2%

Further entries.
SMILES	MLL CXXC-DNA inh	Menin MLL FP TR	TSHR antag	a7 integrin act	TSG101-PTAP inh	TCR activator	S-ASM inh	MBNL1 CUG block	A-T KAP1 phos	Mito fusion act
N#Cc1ccccc1OCC(=O)OCC(=O)Nc1ccc2c(c1)OCO2	/	/	5.7	13.9%	-1.3%	8.2%	2.1%	/	4.0%	-1.4%
COc1ccc(CCNC(=O)CSc2nc3[nH]ncc3c(=O)[nH]2)cc1OC	10.1%	-3.6%	29.6	2.2%	1.7%	3.8%	0.5%	-8.0%	7.8%	5.3%
CCCCn1c(SCC(=O)N(C)C2CCS(=O)(=O)C2)nc2cc(S(N)(=O)=O)ccc21 (stereo not drawn)	5.3%	/	-4.3	-3.7%	-5.4%	-0.8%	-3.5%	-7.9%	18.3%	1.4%
Cc1cc(C)c2nc(NC(=O)C3CSC4(C)CCC(=O)N34)sc2c1 (stereo not drawn)	/	/	-5.6	-30.8%	-0.1%	-2.8%	-5.6%	/	0.5%	-7.6%
CCN(C(=O)CN1C(=O)/C(=C/c2ccccc2F)SC1=S)C1CCS(=O)(=O)C1 (stereo not drawn)	11.2%	/	-1.0	-10.7%	-6.0%	3.0%	-19.4%	13.1%	4.9%	-0.9%
COc1ccc(/C=N/n2cncn2)cc1CSc1ccccn1	4.8%	-8.6%	8.8	1.7%	-4.7%	4.8%	-5.6%	-11.5%	-5.3%	-2.3%
Cc1ccc(C(C)C)c(OCc2nnc(SCC(=O)Nc3nccs3)n2C)c1	-0.6%	-8.4%	-6.5	-16.5%[7.66 µM]	-5.7%	5.8%	7.7%	-0.9%	0.8%	1.8%
COc1ccc(C(=O)Nc2cccc(C(=O)N3CCCC3)c2)cc1	4.2%	-21.5%	5.0	11.5%	-5.7%	-0.3%	0.9%	0.1%	2.5%	-3.2%
CC(C)(C)c1ccc(-c2nc(-c3ccncc3)no2)cc1	3.5%	-1.6%	-7.4	-13.9%	0.3%	-3.6%[46.1 µM]	7.7%	-6.4%	14.2%	9.7%
CCOc1ccc(S(=O)(=O)N2CCN(Cc3ccccc3)CC2)cc1	0.1%	13.0%	45.5	-1.0%	-2.5%	/	-0.8%	-13.2%	6.7%	7.7%
CCOC(=O)C1CCC(=O)C1 (stereo not drawn)	/	/	/	12.0%	-2.5%	-0.1%	5.0%	/	/	/
COc1ccc(OC)c(NC2=NC3(CCCC3)N=C(N)N2)c1	5.2%	-6.0%	9.5	-25.5%	-5.8%	/	3.9%	2.7%	-4.6%	-4.1%
CCCNC(=O)N[C@@H](Cc1ccccc1)C(=O)OC	4.8%	8.9%	7.5	-12.0%	-10.2%	4.9%	-0.9%	-13.5%	/	-2.0%
CCC(=O)Nc1ccc(NC(=O)Cc2ccccc2)cn1	-17.1%	14.9%	4.4	9.8%	-1.0%	9.9%	3.2%	-7.5%	-2.3%	0.9%
CN(Cc1ccccc1)S(=O)(=O)c1ccccc1[N+](=O)[O-]	5.2%	?	10.0	-33.3%	-3.6%	-2.9%	-0.1%	3.8%	-1.0%	3.9%
CN1CCN(c2nc(-c3ccccc3)cc(C(F)(F)F)n2)CC1	13.1%	-16.3%	-15.0	-16.4%	-3.4%	-23.9%	-1.2%	-4.6%	-3.8%	-14.9%
C#CCCCc1nc2ccccc2c(=O)n1N	-1.6%	2.8%	2.5	21.5%	-1.4%	3.0%[46.1 µM]	-0.3%	-13.2%	3.2%	-1.3%
